C diff growth: inhibitors of Clostridium difficile growth. Clostridium difficile clinical isolate growth, OD600, 24 h; stronger effect = lower value. growth activity, negative = inhibition, % at 16 µg/mL (by protocol). 86,000 tested, 0.25% active;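 active = mean growth activity at or below -80% and every replicate also at or below -80%; inconclusive = mean at or below -80% but some replicate above -80%; inactive = mean growth activity above -80%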;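 note: 0% = DMSO wells and -100% = levofloxacin 16 µg/mL wells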
T cruzi growth: T. cruzi proliferation inhibition | inhibition, % at 8.34 µM | T. cruzi beta-gal in NIH3T3, GalScreen luminescence, 90 h | AID 624255 | 77,000 tested, 5.9% active;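 active = mean inhibition above about 93%, with at least 55% of replicates each passing it, limit read from the data, passing the limit was not always enough; inconclusive = only one of those two conditions holds; inactive = neither condition holds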
KDM4C inh: inhibitors of human demethylase GASC-1 KDM4C | 96,000 tested, 0.15% active | inhibition, % at 12.5 µM | GST-KDM4C 2-372, H3K9me3 peptide, LANCE TR-FRET | AID 720574 | Q9H3R0;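 active = mean replicate inhibition above about 25%, with at least 55% of replicates also reaching it, limit read from the data, passing the limit was not always enough; inconclusive = only one of those two conditions met; inactive = neither condition met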
Target sequence (Q9H3R0 2-372 limits assumed): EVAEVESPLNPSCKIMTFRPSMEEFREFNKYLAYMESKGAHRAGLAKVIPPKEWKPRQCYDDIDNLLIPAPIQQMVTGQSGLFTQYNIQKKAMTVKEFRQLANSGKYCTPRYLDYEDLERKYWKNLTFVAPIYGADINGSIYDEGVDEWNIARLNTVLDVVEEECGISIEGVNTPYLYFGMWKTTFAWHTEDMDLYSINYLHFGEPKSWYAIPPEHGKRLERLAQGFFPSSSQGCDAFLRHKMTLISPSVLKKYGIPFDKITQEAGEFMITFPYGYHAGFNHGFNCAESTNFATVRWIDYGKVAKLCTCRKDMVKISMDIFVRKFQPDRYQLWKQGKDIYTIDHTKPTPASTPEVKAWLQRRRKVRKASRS
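material = GST-tagged GASC-1 (JMJD2C) catalytic fragment, aa 2-372 | amount = enzyme final amount 10 nM | medium = HEPES buffer, pH 7.5, plus ascorbate | also added = H3K9me3 peptide substrate, Fe(II), 2-oxoglutarate | dosing = single dose | times = 30 min demethylation and 1 h detection at room temperature | detection = LANCE TR-FRET | read-out basis = Fall in 671/618 emission ratio as inhibition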
Pf Dd2 inh: blocks growth of Plasmodium falciparum Dd2 parasites; P. falciparum Dd2 growth, SYBR Green, 72 h; stronger effect = lower value; activity change, % at 10 µM; 94,000 tested, 2.3% active; in the data active = activity change below about -80%; inconclusive = no clear call, values can overlap the other calls
* marks the source's active call; other numbers are inactive results; ? = inconclusive; · = no result given; & = joins results of further samples.

SMILES	C diff growth	T cruzi growth	KDM4C inh	Pf Dd2 inh
O=C(C[C@H]1C[C@H]2c3cc(NC(=O)C4CCC4)ccc3O[C@H]2[C@H](CO)O1)NCc1ccccc1F	0	·	1.5	20
C/C=C/c1cccc(-c2nc(C(=O)NCc3ccncc3)cc3c2[C@H](CCO)N([S@@](=O)C(C)(C)C)C3)c1	·	61	-0.2	-23
COCC(=O)N(C)C[C@@H]1Oc2ncc(C#Cc3ccncc3)cc2C(=O)N([C@H](C)CO)C[C@@H]1C	0	-15	21	3
OC[C@@H]1[C@H](c2ccc(-c3ccccc3F)cc2)[C@H]2CN(Cc3cccnc3)CCCCN12	-4	77	-0.1	-48
C[C@H](CO)N1C[C@H](C)[C@@H](CN(C)Cc2ccncc2)OCCCC[C@H](C)Oc2ccc(NC(=O)NC3CCCCC3)cc2C1=O	-7	65	5.7	25
CCCN1[C@@H]2Cn3c(ccc(C4=CCCC4)c3=O)[C@H]1[C@@H](C(=O)NCc1ccccn1)[C@@H]2CO	-2	-8	-1.2	-6
COc1ccc(S(=O)(=O)N(C)C[C@H]2Oc3ccc(NS(=O)(=O)c4ccc(C)cc4)cc3C(=O)N([C@H](C)CO)C[C@@H]2C)cc1	-2	·	-0.3	-26
CC(C)NC(=O)Nc1ccc2c(c1)C(=O)N([C@@H](C)CO)C[C@@H](C)[C@@H](CN(C)C(=O)Nc1ccc(C(F)(F)F)cc1)OCCCC[C@H](C)O2	-3	46	-0.8	-63
O=C(C[C@H]1CC[C@@H]2[C@H](COC[C@H](O)CN2C(=O)c2cnccn2)O1)NCc1ccc(F)cc1	12&-6	-2	0.6	·
Cc1noc(C)c1NC(=O)N[C@@H]1C=C[C@H](CC(=O)Nc2ccccc2)O[C@@H]1CO	3	·	-1.6	·
C[C@@H]1CN([C@H](C)CO)C(=O)c2cc(-c3cccc(F)c3)cnc2O[C@H]1CN(C)C	-2	43	6.1	12
CO[C@@H]1CN(C)C(=O)c2cc(NC(C)=O)ccc2OC[C@H](C)N(Cc2cccnc2)C[C@H]1C	3	12	1.1	9
COc1ccc(S(=O)(=O)Nc2ccc3c(c2)CC(=O)N([C@@H](C)CO)C[C@H](C)[C@@H](CN(C)C(=O)Nc2ccccc2)O3)cc1	-4	-4	-1.4	38
COc1ccc(S(=O)(=O)N(C)C[C@@H]2Oc3ccc(NC(=O)Cc4cn(C)c5ccccc45)cc3C(=O)N([C@H](C)CO)C[C@@H]2C)cc1	-6	101*	-4.4	-85*
CO[C@@H]1CN(C)C(=O)c2ccc(NS(=O)(=O)c3cccc(F)c3)cc2OC[C@H](C)N(C(=O)Cc2cccnc2)C[C@@H]1C	·	·	1.2	-29
O=C(Nc1cc(F)ccc1F)N1CC(=O)N2[C@H](CO)[C@@H](c3ccc(/C=C/c4ccccc4)cc3)[C@H]2C1	-1	·	-1.6	3
COc1ccc2c3c([nH]c2c1)[C@H](CO)N(C)CC31CCN(C(=O)c2ccccn2)CC1	5	·	0.4	18
C[C@H]1CN([C@@H](C)CO)C(=O)c2cc(NC(=O)Cn3cnnn3)ccc2O[C@@H]1CN(C)Cc1ccc(Cl)c(Cl)c1	-7	32	1.0	-74
COc1ccc(S(=O)(=O)Nc2ccc3c(c2)CC(=O)N([C@H](C)CO)C[C@@H](C)[C@@H](CN(C)C(=O)Nc2cccc4ccccc24)O3)cc1	-7	9	-0.5	6
Cc1noc(C)c1NC(=O)Nc1ccc2c(c1)CC(=O)N([C@H](C)CO)C[C@@H](C)[C@@H](CN(C)S(=O)(=O)c1ccc(Cl)cc1)O2	9	1	-1.0	-23
CS(=O)(=O)N1[C@H](C#N)[C@@H](c2ccccc2-c2ccccc2F)[C@H]1CO	2	·	-1.8	4
O=C(O)C[C@@H]1C[C@H]2c3cc(NC(=O)NC4CCCC4)ccc3O[C@H]2[C@@H](CO)O1	·	-28	-2.3	14
CO[C@H]1CN(C)C(=O)c2ccc(NC(=O)NC(C)C)cc2OC[C@@H](C)N(C(=O)C2CCC2)C[C@@H]1C	·	-10	-0.6	-16
COc1ccc(CN(C)C[C@@H]2OCCCC[C@H](C)Oc3ccc(NS(=O)(=O)c4cccs4)cc3C(=O)N([C@@H](C)CO)C[C@@H]2C)cc1	6	5	-0.9	-68
CCCNC(=O)Nc1ccc2c(c1)OC[C@@H](C)N(Cc1ccncc1)C[C@@H](C)[C@H](OC)CN(C)C2=O	·	50	1.9	-17
Next section
SMILES	C diff growth	T cruzi growth	KDM4C inh	Pf Dd2 inh
CC(C)CC#Cc1ccc2c(c1)O[C@@H](CN(C)C(=O)Cc1ccccc1)[C@@H](C)CN([C@H](C)CO)S2(=O)=O	-1	127*	-2.4	-48
C[C@H]1CN([C@@H](C)CO)S(=O)(=O)c2ccc(-c3ccncc3)cc2O[C@@H]1CN(C)C(=O)C1CC1	-5	92	1.8	-16
C[C@@H]1CN([C@@H](C)CO)C(=O)c2c(c3ccccc3n2C)-c2ccccc2CO[C@@H]1CN(C)Cc1cccc(F)c1	24	·	-2.4	-86*
CC(C)NC(=O)Nc1ccc2c(c1)CC(=O)N([C@H](C)CO)C[C@@H](C)[C@H](CN(C)Cc1ccc(Oc3ccccc3)cc1)O2	-21	84	1.1	-43
O=C(Nc1ccccc1F)N1CC(=O)N2[C@@H](CO)[C@H](c3ccc(C#CC4CC4)cc3)[C@@H]2C1	5	·	1.7	-3
COCC(=O)Nc1ccc2c(c1)OC[C@H](C)N(Cc1ccccc1OC)C[C@H](C)[C@H](OC)CN(C)C2=O	·	82	0.6	-37
C[C@@H]1CN([C@@H](C)CO)C(=O)Cc2cc(NC(=O)C3CC3)ccc2O[C@H]1CN(C)CC1CC1	3	-20	2.0	7
COc1ccc(CN(C)C[C@H]2OCCCC[C@H](C)Oc3ccc(NC(=O)c4ccccc4)cc3C(=O)N([C@H](C)CO)C[C@@H]2C)cc1	-4	56	2.5	27
O=C(Nc1cccc(F)c1)N1CC(=O)N2[C@H](CO)[C@@H](c3ccc(-c4ccccc4)cc3)[C@H]2C1	-3	·	-0.8	7
CCC(=O)N1CCCCN2[C@H](CO)[C@@H](c3ccc(C#CCOC)cc3)[C@H]2C1	-4	61	-0.5	6
C[C@H]1CN([C@@H](C)CO)S(=O)(=O)c2ccc(-c3cccc(F)c3)cc2O[C@@H]1CN(C)S(=O)(=O)c1ccccc1	-3	120*	-2.5	-39
C[C@H](CO)N1C[C@H](C)[C@H](CN(C)C(=O)Nc2cccc3ccccc23)Oc2ncc(-c3cc4ccccc4o3)cc2C1=O	67	?	1.1	-49
C[C@@H]1CN([C@H](C)CO)C(=O)c2cccc(NC(=O)c3ccncc3)c2O[C@@H]1CN(C)Cc1ccc(Cl)c(Cl)c1	3	93	-0.5	-4
COCC(=O)Nc1ccc2c(c1)C(=O)N(C)C[C@H](OC)[C@H](C)CN(Cc1cccnc1)[C@H](C)CO2	·	74	-2.4	15
C[C@@H]1CCCCO[C@@H](CN(C)C(=O)Nc2ccccc2)[C@@H](C)CN([C@@H](C)CO)C(=O)c2cc(NC(=O)Nc3ccc(C(F)(F)F)cc3)ccc2O1	-7	·	0.6	?
C[C@H]1CN([C@@H](C)CO)C(=O)c2c(c3ccccc3n2C)-c2ccccc2CO[C@H]1CN(C)C(=O)c1ccncc1	-4	-28	-0.6	19
O=C(Nc1nccs1)[C@H]1[C@H](CO)[C@H]2Cn3c(cccc3=O)[C@H]2N1C(=O)C1CC1	-1	59	0.3	·
COCC(=O)N1C[C@H](C)[C@@H](OC)CN(C)C(=O)c2ccc(NC(=O)NC(C)C)cc2OC[C@H]1C	1	9	1.1	5
C[C@H]1CCCCO[C@H](CN(C)S(=O)(=O)c2ccc(F)cc2)[C@@H](C)CN([C@@H](C)CO)C(=O)c2cc(NC(=O)CCC(F)(F)F)ccc2O1	-2	6	0.2	·
O=C(C[C@@H]1CC[C@@H](NC(=O)NC2CCCC2)[C@@H](CO)O1)NCc1ccc(F)cc1	·	-26	0.1	24
C[C@@H]1CN([C@H](C)CO)C(=O)c2cc(C3=CCCCC3)cnc2O[C@H]1CN(C)C(=O)c1cccnc1	1	·	0.8	1
C[C@@H]1CN([C@H](C)CO)C(=O)Cc2cc(NS(=O)(=O)c3ccccc3)ccc2O[C@@H]1CN(C)Cc1ccc(C(F)(F)F)cc1	-8	·	0.6	0
O=C(C[C@H]1CC[C@H]2[C@@H](COC[C@@H](O)CN2Cc2ccccc2F)O1)NC1CCC1	-2&-4	32	0.1	·
CC(=O)N(C)C[C@H]1Oc2ncc(/C=C/c3ccccc3)cc2C(=O)N([C@@H](C)CO)C[C@H]1C	-1	2	-1.6	10
C[C@@H]1CN([C@H](C)CO)C(=O)c2c(c3ccccc3n2C)-c2ccccc2CO[C@@H]1CN(C)Cc1cccnc1	-1	111*	0.1	?

11 entries from above, as a markdown table.
| molecule | C diff growth | T cruzi growth | KDM4C inh | Pf Dd2 inh |
| --- | --- | --- | --- | --- |
| CCC(=O)N1CCCCN2[C@H](CO)[C@@H](c3ccc(C#CCOC)cc3)[C@H]2C1 | -4 | 61 | -0.5 | 6 |
| C[C@H]1CN([C@@H](C)CO)S(=O)(=O)c2ccc(-c3cccc(F)c3)cc2O[C@@H]1CN(C)S(=O)(=O)c1ccccc1 | -3 | 120* | -2.5 | -39 |
| C[C@H](CO)N1C[C@H](C)[C@H](CN(C)C(=O)Nc2cccc3ccccc23)Oc2ncc(-c3cc4ccccc4o3)cc2C1=O | 67 | ? | 1.1 | -49 |
| C[C@@H]1CN([C@H](C)CO)C(=O)c2cccc(NC(=O)c3ccncc3)c2O[C@@H]1CN(C)Cc1ccc(Cl)c(Cl)c1 | 3 | 93 | -0.5 | -4 |
| COCC(=O)Nc1ccc2c(c1)C(=O)N(C)C[C@H](OC)[C@H](C)CN(Cc1cccnc1)[C@H](C)CO2 | · | 74 | -2.4 | 15 |
| C[C@@H]1CCCCO[C@@H](CN(C)C(=O)Nc2ccccc2)[C@@H](C)CN([C@@H](C)CO)C(=O)c2cc(NC(=O)Nc3ccc(C(F)(F)F)cc3)ccc2O1 | -7 | · | 0.6 | ? |
| C[C@H]1CN([C@@H](C)CO)C(=O)c2c(c3ccccc3n2C)-c2ccccc2CO[C@H]1CN(C)C(=O)c1ccncc1 | -4 | -28 | -0.6 | 19 |
| O=C(Nc1nccs1)[C@H]1[C@H](CO)[C@H]2Cn3c(cccc3=O)[C@H]2N1C(=O)C1CC1 | -1 | 59 | 0.3 | · |
| COCC(=O)N1C[C@H](C)[C@@H](OC)CN(C)C(=O)c2ccc(NC(=O)NC(C)C)cc2OC[C@H]1C | 1 | 9 | 1.1 | 5 |
| C[C@H]1CCCCO[C@H](CN(C)S(=O)(=O)c2ccc(F)cc2)[C@@H](C)CN([C@@H](C)CO)C(=O)c2cc(NC(=O)CCC(F)(F)F)ccc2O1 | -2 | 6 | 0.2 | · |
| O=C(C[C@@H]1CC[C@@H](NC(=O)NC2CCCC2)[C@@H](CO)O1)NCc1ccc(F)cc1 | · | -26 | 0.1 | 24 |

(next part)
SMILES	C diff growth	T cruzi growth	KDM4C inh	Pf Dd2 inh
C[C@H]1CN([C@@H](C)CO)C(=O)c2cc(NC(=O)Cn3cnnn3)ccc2O[C@H]1CN(C)S(=O)(=O)c1ccc(Cl)cc1	-7	25	-1.3	2
O=C(C[C@H]1C[C@@H]2c3cc(NC(=O)c4ccc5c(c4)OCO5)ccc3O[C@@H]2[C@@H](CO)O1)NCc1ccc(Oc2ccccc2)cc1	-5	148*	-1.1	-28
COCC(=O)N1C[C@@H](C)[C@H](OC)CN(C)C(=O)c2cc(NS(C)(=O)=O)ccc2OC[C@@H]1C	·	52	2.0	10
C[C@@H]1CN([C@@H](C)CO)C(=O)c2cccc(NC(=O)c3cnccn3)c2O[C@H]1CN(C)CC1CC1	-1	-3	0.9	24
O=S(=O)(Cc1ccccc1)N1CCCCN2[C@@H](CO)[C@@H](c3ccc(-c4cncnc4)cc3)[C@@H]2C1	0	93	-0.9	-14
O=C(NCC[C@@H]1CC[C@H](NC(=O)C2CC2)[C@@H](CO)O1)Nc1ccc(Cl)cc1	-2	·	-1.8	·
COc1ccc2c3c(n(C)c2c1)[C@@H](CO)N(Cc1ccccc1OC)CC31CN(C(=O)C2CC2)C1	4	·	-0.9	-44
COc1ccc(S(=O)(=O)N(C)C[C@@H]2Oc3ccc(NS(=O)(=O)c4ccccc4)cc3C(=O)N([C@@H](C)CO)C[C@@H]2C)cc1	1	12	-0.8	0
C[C@@H]1CN([C@@H](C)CO)C(=O)c2cccc(NC(=O)Nc3ccc(C(F)(F)F)cc3)c2O[C@@H]1CN(C)Cc1ccc(Oc2ccccc2)cc1	-96*	124*	·	-72
O=C(C[C@@H]1C[C@@H]2c3cc(NS(=O)(=O)c4ccccc4)ccc3O[C@@H]2[C@H](CO)O1)NC1CCCC1	-7	-4	-2.5	3
CC(C)C#Cc1ccc([C@@H]2[C@H]3CN(S(=O)(=O)Cc4ccccc4)CCCCN3[C@H]2CO)cc1	0	101*	0.1	-24
C[C@@H]1CN([C@H](C)CO)S(=O)(=O)c2ccc(-c3cncnc3)cc2O[C@H]1CN(C)Cc1ccccc1	-3	?	1.8	-34
COc1ccc(NC(=O)Nc2cccc3c2O[C@H](CN(C)Cc2ccncc2)[C@@H](C)CN([C@@H](C)CO)C3=O)cc1	3	·	2.6	6
